# PAD4 FP inh: blocks human protein arginine deiminase 4. Q9UM07. recombinant PAD4, RCA probe fluorescence polarization. inhibition, % at 6.36 µM. 0.41% of 330,000 active;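 active = percent inhibition above a cutoff equal to the mean of all tested compounds plus 3 SD, cut at about 15% in these data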;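 note: 0% = PAD4 with RCA probe and DMSO and 100% = probe without PAD4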
# Target sequence (Q9UM07 whole entry, looked up): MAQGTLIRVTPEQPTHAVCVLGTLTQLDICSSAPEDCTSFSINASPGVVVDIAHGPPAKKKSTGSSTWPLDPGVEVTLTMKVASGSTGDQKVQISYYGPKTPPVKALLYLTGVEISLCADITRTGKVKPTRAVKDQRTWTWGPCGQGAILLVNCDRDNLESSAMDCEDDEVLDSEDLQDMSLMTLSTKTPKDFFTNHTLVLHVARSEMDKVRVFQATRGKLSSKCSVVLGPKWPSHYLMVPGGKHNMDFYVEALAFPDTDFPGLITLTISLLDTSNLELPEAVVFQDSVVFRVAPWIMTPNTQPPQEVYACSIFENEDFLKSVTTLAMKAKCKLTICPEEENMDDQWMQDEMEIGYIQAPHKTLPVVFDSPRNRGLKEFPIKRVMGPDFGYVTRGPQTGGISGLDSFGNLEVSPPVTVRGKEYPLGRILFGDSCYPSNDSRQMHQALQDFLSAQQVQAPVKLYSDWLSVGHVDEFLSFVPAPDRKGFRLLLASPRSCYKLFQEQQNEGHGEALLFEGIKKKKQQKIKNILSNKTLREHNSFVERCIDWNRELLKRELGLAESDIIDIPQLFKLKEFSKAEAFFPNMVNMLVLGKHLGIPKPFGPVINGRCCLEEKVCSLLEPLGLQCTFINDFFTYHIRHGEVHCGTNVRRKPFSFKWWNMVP
# LYPLA2 counter: LYPLA2 (human) inhibition in PME1 counter-screen. 0.38% of 320,000 active. inhibition, % at 5.9 µM. recombinant LYPLA2, FP-Rh probe fluorescence polarization. O95372;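 active = inhibition above the screen-wide mean plus 3 SD, limit set per campaign, cut at about 26% in these data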;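 note: 0% = LYPLA2 with DMSO and 100% = wells lacking LYPLA2 enzyme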
# Target sequence (O95372 whole entry, looked up): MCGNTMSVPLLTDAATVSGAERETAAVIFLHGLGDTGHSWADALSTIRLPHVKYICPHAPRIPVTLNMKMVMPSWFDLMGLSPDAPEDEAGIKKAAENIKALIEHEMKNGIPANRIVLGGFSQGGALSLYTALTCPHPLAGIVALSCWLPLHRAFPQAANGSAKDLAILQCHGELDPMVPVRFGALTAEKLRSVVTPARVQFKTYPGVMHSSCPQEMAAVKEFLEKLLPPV
# GSTO1 counter: blocks human GSTO1 in RBBP9 counter-screen | recombinant GSTO1, activity-based probe fluorescence polarization | 1.1% of 300,000 active | P78417 | inhibition, % at 5.96 µM;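 active = inhibition above the campaign mean inhibition plus 3 SD, cut at about 35% in these data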;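 note: 0% = GSTO1-1 with DMSO and 100% = wells lacking GSTO1-1 enzyme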
# PME-1 primary: blocks human protein phosphatase methylesterase 1. Q9Y570. recombinant PME-1, FP-Rh probe fluorescence polarization. inhibition, % at 5.9 µM. 0.53% of 320,000 active;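 active = inhibition above the campaign mean of all compounds plus 3 SD, cut at about 26% in these data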;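 note: competitive labeling of PME-1 active site by serine hydrolase directed probe; 0% = PME-1 with DMSO and 100% = wells lacking PME-1 enzyme; inhibitors block probe labeling so polarization falls and inhibition rises; many of its hits are not listed in these tables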
# pPAFAH FP inh: inhibitors of human plasma PAF acetylhydrolase (pPAFAH). Q13093. inhibition, % at 3.39 µM. AID 463082. recombinant pPAFAH, FP-rhodamine probe fluorescence polarization. 1.5% of 330,000 active;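 active = inhibition above the mean inhibition across the screen plus 3 SD, cut at about 25% in these data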;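 note: inhibitors block binding of the rhodamine activity-based probe so polarization drops; 0% = enzyme with DMSO and 100% = wells lacking pPAFAH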
# LYPLA1 counter: LYPLA1 (human) inhibition in PME1 counter-screen; 0.16% of 320,000 active; recombinant LYPLA1, FP-Rh probe fluorescence polarization; AID 2174; inhibition, % at 5.9 µM; O75608;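 active = inhibition above the mean of all tested compounds plus 3 SD, set per campaign, cut at about 14% in these data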;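 note: inhibitors block serine hydrolase probe labeling of LYPLA1 so polarization falls; 0% = enzyme with DMSO and 100% = wells lacking LYPLA1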
# PREPL inh: inhibitors of human prolyl oligopeptidase-like enzyme PREPL | recombinant PREPL, fluorescence polarization activity-based probe | inhibition, % at 5.96 µM | 0.68% of 320,000 active | AID 2751 | Q4J6C6; in the data active = inhibition above about 43%;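 note: 0% = enzyme with DMSO and 100% = wells lacking enzyme; many of its hits are not listed in these tables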
# PAFAH1B2 FP inh: PAFAH1B2 (human) inhibition | P68402 | recombinant PAFAH1B2, FP-rhodamine activity probe, fluorescence polarization | inhibition, % at 3.39 µM | 1.2% of 340,000 active;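 active = inhibition above the mean of all tested compounds plus 3 SD, cut at about 24% in these data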;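 note: 0% = enzyme with DMSO and 100% = wells lacking PAFAH1B2; many of its hits are not listed in these tables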
# PAFAH1B3 inh: blocks human PAF acetylhydrolase 1B catalytic subunit 3; 0.28% of 340,000 active; Q15102; recombinant PAFAH1B3, FP-rhodamine probe, fluorescence polarization; inhibition, % at 3.39 µM;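 active = inhibition above the screen-wide average of all tested compounds plus 3 SD, cut at about 25% in these data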;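 note: 0% = enzyme with DMSO only and 100% = wells lacking PAFAH1B3 protein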
# * hit, by the source's call; . = not tested or not shown. Some of the compounds tested, so the mix of outcomes need not match the whole.
# The line under a structure holds: PAD4 FP inh, LYPLA2 counter, GSTO1 counter, PME-1 primary, pPAFAH FP inh, LYPLA1 counter, PREPL inh, PAFAH1B2 FP inh, PAFAH1B3 inh
Nc1ccccc1SCCS(=O)(=O)c1ccc(Cl)cc1
    -1, 2, 5, 0, 2, -4, -12, 28*, 6
COc1ccc(/C(N)=N/OC(=O)c2ccc3c(c2)OCO3)cc1OC
    0, 7, 1, 1, 3, 0, 2, 1, -2
O=C(NCc1ccncc1)C(=O)C1C(=O)Nc2ccccc21 (configuration not stated)
    -2, -2, -4, 8, -6, 2, 15, -3, -1
Cc1cccc(C(=O)O/N=C(\N)CS(=O)(=O)c2ccccc2)c1
    -4, 7, -9, 0, 16, 1, -55, 4, 2
CCCCCCNc1nc(-c2ccc(OC)cc2)c(CCC(=O)O)s1
    0, -2, -15, 10, 10, 0, 4, 9, 4
COc1cccc(-c2cc(C(=O)N3CCN(c4ccccc4OC)CC3)no2)c1
    4, 2, 16, 4, 4, 2, 11, -3, 1
CN(CC(=O)Nc1ccccc1Br)CC(=O)Nc1ccccc1C(F)(F)F
    -5, -4, 4, -2, 3, -2, -4, 5, 9
COCCN1C(=O)N[C@@H](CCc2ccccc2)[C@H](C(C)=O)[C@H]1C
    -2, 7, 2, 5, -4, 0, 9, 7, 9
CCCS(=O)(=O)N1CCCC(C(=O)NCCN(C)Cc2ccccc2)C1 (configuration not stated)
    -2, -4, 5, 0, 3, -1, -4, 1, 4
COc1cc(S(=O)(=O)N(Cc2ccc(C)cc2)C2CCCCC2)ccc1-n1cnnn1
    2, 17, 10, -11, -9, -1, -7, 7, 8
CCCCCC(=O)NN1C(=S)N(c2ccc(OC)cc2)C(=O)C1CC(=O)Nc1ccccc1 (configuration not stated)
    -5, 0, -1, 1, 3, -1, 0, ., .
COc1ccc2[nH]c3nc(SCc4nnc(-c5ccc(C)cc5)o4)nnc3c2c1
    -8, -4, 0, -7, -1, -2, 3, 0, 1
COc1ccccc1NC(=S)N(CCN1CCCCCC1)Cc1cccs1
    -8, -2, 6, 7, -2, 2, -1, 1, 3
O=C(CN1CCOCC1)N1c2ccccc2Sc2ccccc21
    1, 3, 4, 1, 4, 3, -6, 4, 2
CCC(C)[C@H]1COCCS(=O)(=O)N1Cc1ccccc1F (some centres not stated)
    1, 0, 6, -2, -4, 2, -2, 15, 6
CCN1CCN(CC2COc3ccccc3O2)CC1 (configuration not stated)
    6, -11, -4, -2, -2, -1, -1, -3, 2
Cc1ccccc1NC(=S)N(CCN1CCCCC1)Cc1ccco1
    -4, 1, -4, -10, -4, 1, -8, -1, 3
CN(C)S(=O)(=O)c1ccc(N2CCCC2)c(C(=O)NNC(=O)c2ccccc2)c1
    6, 6, ., 0, 4, 2, 2, -2, 2
CC(Sc1nnc(-c2ccc(C(C)(C)C)cc2)n1C)C(N)=O (configuration not stated)
    2, 8, 1, 4, -3, 2, 20, 3, 0
O=C1CN(C(=O)c2ccccc2C(=O)O)c2ccccc2N1
    -1, 1, 2, -1, 5, -2, -2, 0, 6
COc1ccc(C(CNC(=O)C(C)Oc2ccc(Br)cc2)N2CCCCC2)cc1 (configuration not stated)
    -1, 3, ., 2, 0, 2, 6, 9, 3
Cc1ccc(CS(=O)(=O)CCC(=O)NCc2cccs2)cc1
    0, 7, 8, 3, 13, 1, -4, 4, 6
Cn1nnc2cc(C(=O)Nc3ccccc3)ccc21
    1, 2, 2, 4, -4, -2, 4, 0, 7
O=S(=O)(c1ccc(Cl)cc1)N1CCC2(CC1)OCCO2
    1, 1, 4, 4, 2, -2, 7, 23, 0
COCCNC(=O)CSc1n[nH]c(=O)n1CCc1ccccc1
    -2, -3, 4, -1, -1, -2, 3, 6, 4
COc1cccc(NC(=O)CN(C)C(=O)c2c(-c3ccccc3)noc2C)c1
    -3, -1, -1, -2, 1, 1, 4, -2, -13
Clc1cccc(N=NN2CCOCC2)c1Cl
    5, 1, 3, -10, 5, -2, -5, 3, 2
O=C(O)CNC(=O)/C(=C/c1cccc([N+](=O)[O-])c1)NC(=O)c1ccco1
    5, 2, -2, -5, 1, -1, 2, 0, 0
C[N+](C)(C)CCOC(=O)C1(c2ccccc2)CCCC1
    0, 0, 9, -2, 4, 0, -1, 5, 4
CNC(=O)N1CCC(C(=O)c2c(C)c(C)c(C)c(C)c2C)CC1
    -3, -2, -1, 2, 1, -1, -5, 4, -2
CC(NC(=O)COc1ccc(S(=O)(=O)N2CCOCC2)cc1)c1ccccc1 (configuration not stated)
    2, 1, ., 6, 4, 4, 0, 0, 8
C=CCn1ccc2c([N+](=O)[O-])cccc2c1=O
    0, 3, 3, -2, 3, -5, 5, 3, 5
O=C(c1ccco1)N1CCC(n2nnc3ccccc32)CC1
    1, -3, 4, -8, -5, 0, 6, -2, 5
Cc1ccc(CNC(=O)c2ccc(Cl)c(S(N)(=O)=O)c2)n1C
    2, -2, 10, -9, 6, -2, -4, 8, 3
O=C(CN1CCC2(CC1)OCCO2)c1ccc2cc[nH]c2c1
    -3, 2, 8, 4, 0, 0, 5, 0, -2
Cc1cc(C)n2nc(-c3cccnc3)nc2n1
    8, 4, 4, 6, -3, 1, 0, 1, -3
O=C(Nc1ccc(C(F)(F)F)cc1)c1cccc(-n2cnnn2)c1
    2, -3, ., -9, -7, -7, 15, 1, 0
O=C1CC/C=C\C[C@@H](CC(=O)N(CCO)Cc2ccccc2)C(=O)N[C@H](Cc2ccccc2)CO1
    0, ., ., ., 3, ., 9, 15, -14
CCOc1ccc(NC(=O)Cn2nc(-c3ccccc3Cl)n(CC)c2=S)cc1
    -4, -5, 11, -5, 0, 0, -18, 4, 6
CN1CCN(CCCCOc2ccc(F)cc2)CC1
    4, 5, 9, -10, 4, -2, 0, 7, 2
CC(C)CNc1nc(Oc2ccc(=O)n(-c3ccccc3)n2)nc(N2CCOCC2)n1
    -1, -8, 2, 0, 1, 1, -2, 3, 0
Cc1cc(C(F)(F)F)c2c(N)c(C(=O)Nc3cc(C)on3)sc2n1
    2, -1, 3, -2, -2, -1, 3, 2, -10
O=C(CCN1C(=O)C2C3C=CC(C4CC34)C2C1=O)OCC(=O)c1ccccc1 (configuration not stated)
    0, 0, 2, 5, 6, -5, 8, 5, 5
CCCC1(C)Nc2ccccc2-c2nc3ccccc3n21 (configuration not stated)
    0, 4, 6, -6, 9, 0, 17, 1, 7
COC(=O)c1cc(OC)c(OC)c(OC)c1[N+](=O)[O-]
    1, 5, 1, 1, -1, 4, 1, -1, 2

# Four entries from above, sorted by length of the SMILES, smallest number first:
# The line under a structure holds: PAD4 FP inh, LYPLA2 counter, GSTO1 counter, PME-1 primary, pPAFAH FP inh, LYPLA1 counter, PREPL inh, PAFAH1B2 FP inh, PAFAH1B3 inh
CN1CCN(CCCCOc2ccc(F)cc2)CC1
    4, 5, 9, -10, 4, -2, 0, 7, 2
CCCC1(C)Nc2ccccc2-c2nc3ccccc3n21 (configuration not stated)
    0, 4, 6, -6, 9, 0, 17, 1, 7
O=C(c1ccco1)N1CCC(n2nnc3ccccc32)CC1
    1, -3, 4, -8, -5, 0, 6, -2, 5
O=C(Nc1ccc(C(F)(F)F)cc1)c1cccc(-n2cnnn2)c1
    2, -3, ., -9, -7, -7, 15, 1, 0

# Quoted at random: four records from the list.
# The line under a structure holds: PAD4 FP inh, LYPLA2 counter, GSTO1 counter, PME-1 primary, pPAFAH FP inh, LYPLA1 counter, PREPL inh, PAFAH1B2 FP inh, PAFAH1B3 inh
Cc1ccc(CS(=O)(=O)CCC(=O)NCc2cccs2)cc1
    0, 7, 8, 3, 13, 1, -4, 4, 6
COc1cc(S(=O)(=O)N(Cc2ccc(C)cc2)C2CCCCC2)ccc1-n1cnnn1
    2, 17, 10, -11, -9, -1, -7, 7, 8
CN1CCN(CCCCOc2ccc(F)cc2)CC1
    4, 5, 9, -10, 4, -2, 0, 7, 2
COCCNC(=O)CSc1n[nH]c(=O)n1CCc1ccccc1
    -2, -3, 4, -1, -1, -2, 3, 6, 4

# Going on with the list:
# The line under a structure holds: PAD4 FP inh, LYPLA2 counter, GSTO1 counter, PME-1 primary, pPAFAH FP inh, LYPLA1 counter, PREPL inh, PAFAH1B2 FP inh, PAFAH1B3 inh
Cc1nn(C)cc1C(C)NCc1c(C(=O)N2CCCCCCC2)nc2ccc(Cl)cn12 (configuration not stated)
    -1, 1, 1, 1, 3, -1, 0, -2, -1
CCc1ccc2c(c1)C(c1cccs1)=NNC(c1cccnc1)=N2
    -1, 6, 3, -2, 7, -2, -3, 3, 2
COc1cc(CC(=O)N/N=C/c2ccc([N+](=O)[O-])cc2)c([N+](=O)[O-])cc1OC
    -4, 5, -7, 10, -1, -1, 5, -3, 7
CCc1ccccc1N1CC23C=CC(O2)C(C(=O)O)C3C1=O (configuration not stated)
    3, -3, 4, -1, -2, 1, 4, -1, 1
CCN(CC(=O)N1CCN(Cc2ccccc2)CC1)S(=O)(=O)c1ccc(C)cc1
    0, 7, -5, -1, 5, 2, 6, 7, 0
CCO[C@H]1OC(C(=O)N2CCN(Cc3ccc4c(c3)OCO4)CC2)=C[C@@H](C2CCCCC2)[C@@H]1CCCO
    1, 1, 6, 5, 3, -2, 25, 5, 3
OCCOCCNc1ncnc2nc[nH]c12
    1, -4, 3, -4, 5, 2, 5, 3, 15
COc1cccc(N(C(=O)Cn2nnc(-c3ccc(C)o3)n2)C(C(=O)NC(C)(C)C)c2cccs2)c1 (configuration not stated)
    2, -7, 5, -3, -4, -3, 11, 7, 5
CC1CC(C)CN(C(=O)CSc2nnc(CSc3ncccn3)n2C)C1 (configuration not stated)
    1, 7, 1, -3, 2, -1, 12, 4, -2
Cc1ccc(/C=C2\SC(=S)N(CCCC(=O)Nc3ccc(O)cc3)C2=O)cc1
    -7, -18, 16, 6, 1, -14, 41, 2, 2
CC[C@@H](C)[C@H](NC(=O)OC(C)(C)C)c1nnc(S(=O)(=O)Cc2cc(C)ccc2C)o1
    0, -2, -3, -1, -1, -3, -4, 3, 0
CCCC(C)C(=O)Nc1ccc2c(c1)OCCO2 (configuration not stated)
    3, 0, -5, -1, 2, 0, -9, 5, 10
O=C(N1CCOCC1)N(Cc1ccccc1)c1ccccn1
    -7, -9, 7, -2, -5, -4, 14, 8, 6
CCC(C)C(=O)Nc1ccccc1N1CCN(c2ccc(F)cc2)CC1 (configuration not stated)
    0, 2, 4, -7, 11, -4, 23, 0, 0
O=C(Nc1nnc(SCc2ccc(F)cc2)s1)c1cccnc1Cl
    -3, -1, -26, -3, 4, 1, -1, 14, -1
COc1cc(C(=O)N2CCN(CC(O)COc3ccccc3)CC2)cc(OC)c1OC (configuration not stated)
    4, 4, -3, 1, -1, 0, 3, 6, 7
COc1ccc(-c2ccc3nnc(SCC(N)=O)n3n2)cc1
    -3, 0, 4, -1, -4, 0, -5, 0, -2
CCc1cc(S(N)(=O)=O)cc(CC)c1NC(C)=O
    -2, -4, 6, -3, 0, -1, 1, 1, 1
Cc1cccc2cc(CN(Cc3ccco3)C(=O)c3cccs3)c(=O)[nH]c12
    -1, 1, 10, 4, 1, 0, 13, 1, -1

# Limited to PREPL inh, for some of the entries so far:
SMILES	PREPL inh
COc1ccc2[nH]c3nc(SCc4nnc(-c5ccc(C)cc5)o4)nnc3c2c1	3
Cn1nnc2cc(C(=O)Nc3ccccc3)ccc21	4
